Compound activity: PubChem BioAssay, several laboratories
PMI activator = increases human mannose-6-phosphate isomerase activity | AID 1214 | purified human PMI, coupled resazurin fluorescence, 20 min; hits give high values; 1 = vehicle control, 0 substrate-free wells | actives 0.005% (n = 190,000) | activation factor at 20 µM;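 active = activation factor of 2 or more at 20 µM, relative to plate controls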
S1P3 antagonist = antagonists of human S1P3 receptor; Q99500; CHO S1P3 NFAT-BLA reporter, FRET fluorescence, antagonist mode; inhibition, % at 4.98 µM; actives 0.27% (n = 170,000); AID 485;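 active = inhibition above the plate cutoff, the mean inhibition of test wells on that plate plus 3 SD, cut at about 28% in these data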;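 note: cells challenged with S1P at its EC80 of 0.8 µM; blue over green emission ratio from cleaved BLA substrate after 4 h stimulation; 0% = S1P-stimulated wells and 100% = unstimulated DMSO-only wells; some compounds past the cut are filed as inactive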
G6PDH CS = counter-screen for G6PDH assay hits: L. mesenteroides G6PDH inhibition; Purified L. mesenteroides G6PDH, diaphorase/resazurin coupled fluorescence, 45 min; inhibition, % at 5 µM; actives 0.12% (n = 200,000)
Diaph inh CS = inhibits diaphorase or chemically oxidizes, flagging diaphorase assay artifacts; diaphorase resazurin-to-resorufin fluorescence, NADH, 16 min; bacterial (C. kluyveri) enzyme, not human; inhibition, % at 20 µM; actives 0.69% (n = 190,000);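 active = primary screen inhibition at 20 µM above a set limit, cut at about 50% in these data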;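 note: plate controls were DMSO with full reaction for no effect and wells lacking NADH for full effect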
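Assay system – diaphorase enzyme from Clostridium kluyveri · Amount – diaphorase 0.14 U/mL (working solution) · Times – reaction incubation of 16 min at room temperature · Controls – No-NADH positive control and DMSO neutral control · Signal – resorufin fluorescence 544/590 nm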
TLR4-MyD88 BLA = inhibitors of human TLR4-MyD88 binding. HeLa CL3-4 TLR4/MyD88 BLA complementation, FRET ratio. inhibition, % at 8.4 µM. O00206+Q99836. actives 0.18% (n = 200,000); in the data active = inhibition above about 25%;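 note: 0% = vehicle and 100% = reference inhibitor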
Target sequence (O00206 whole entry, looked up): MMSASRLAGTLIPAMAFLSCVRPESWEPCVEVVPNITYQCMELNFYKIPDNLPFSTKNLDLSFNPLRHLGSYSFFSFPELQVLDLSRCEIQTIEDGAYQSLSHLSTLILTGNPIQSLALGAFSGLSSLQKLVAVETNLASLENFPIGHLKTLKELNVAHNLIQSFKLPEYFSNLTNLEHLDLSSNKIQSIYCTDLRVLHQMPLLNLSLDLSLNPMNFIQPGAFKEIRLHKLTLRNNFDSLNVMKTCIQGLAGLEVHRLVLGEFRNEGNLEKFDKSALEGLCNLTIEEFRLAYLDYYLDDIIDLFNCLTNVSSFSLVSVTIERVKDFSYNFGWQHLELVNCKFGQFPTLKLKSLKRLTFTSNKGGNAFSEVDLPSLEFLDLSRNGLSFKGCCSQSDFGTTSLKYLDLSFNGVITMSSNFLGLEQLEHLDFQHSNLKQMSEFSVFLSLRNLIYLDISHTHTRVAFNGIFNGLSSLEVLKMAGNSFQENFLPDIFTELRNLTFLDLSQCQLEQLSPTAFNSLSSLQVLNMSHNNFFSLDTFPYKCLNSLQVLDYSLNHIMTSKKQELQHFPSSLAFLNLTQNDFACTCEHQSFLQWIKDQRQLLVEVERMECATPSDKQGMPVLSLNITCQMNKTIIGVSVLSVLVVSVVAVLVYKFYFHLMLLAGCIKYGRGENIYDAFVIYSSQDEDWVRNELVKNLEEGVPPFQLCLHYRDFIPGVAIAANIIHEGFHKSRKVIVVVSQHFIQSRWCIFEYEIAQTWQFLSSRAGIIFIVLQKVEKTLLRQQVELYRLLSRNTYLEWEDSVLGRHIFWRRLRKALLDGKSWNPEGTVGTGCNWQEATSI
Target sequence (Q99836 whole entry, looked up): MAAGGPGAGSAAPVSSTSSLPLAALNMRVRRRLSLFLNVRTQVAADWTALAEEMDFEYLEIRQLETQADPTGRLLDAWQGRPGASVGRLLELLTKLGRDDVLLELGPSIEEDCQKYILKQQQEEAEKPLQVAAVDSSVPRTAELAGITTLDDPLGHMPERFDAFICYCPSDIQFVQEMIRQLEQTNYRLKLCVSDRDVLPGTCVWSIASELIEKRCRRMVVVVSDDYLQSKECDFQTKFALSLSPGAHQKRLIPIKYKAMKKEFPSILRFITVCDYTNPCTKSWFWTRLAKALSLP
Diaphorase act = counter-screen for diaphorase-based assays: diaphorase activators and chemical reducers; AID 1229; Diaphorase/resazurin coupled assay, resorufin fluorescence, 16 min; hits give high values; 1 = vehicle wells, 0 = NADH-free wells; actives 0.005% (n = 190,000); activation factor at 20 µM;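 active = diaphorase activity raised at least twofold by the compound at 20 µM; inactive = activation factor below 2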
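Material: purified diaphorase enzyme from Clostridium kluyveri; Also added: 0.114 mM NADH and 0.1 mM resazurin, final amounts; Doses: single compound dose of 20 µM, 1% DMSO final; Times: 16 min enzyme reaction, ambient temperature; Detection: resorufin fluorescence, excitation 544 nm, emission 590 nm; Measure: increased resorufin signal from activators or reducing compounds.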
PMI act satM6P = activators of human phosphomannose isomerase at near-saturating mannose 6-phosphate; coupled PMI enzyme assay, resazurin fluorescence, 20 min; hits give high values; 1 = untreated enzyme, 0 = substrate-free blank; AID 1216; actives 0.34% (n = 190,000); P34949; activation factor at 20 µM;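 active = activation factor of 2 or more at 20 µM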
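Test system: human PMI in coupled enzyme assay; Input: PMI at 15 ng/mL final; Medium: HEPES buffer, pH 7.4; Schedule: 20 min incubation at room temperature; Technique: resorufin fluorescence at Ex 544/Em 590 nm; Compound: 20 µM single dose; Probe or stimulus: Near-saturating mannose-6-phosphate, 1.0 mM.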
RAM network inh = inhibitors of the yeast RAM network; inhibition, % at 50 µM; S. cerevisiae dse1pr::URA3 reporter, 5-FOA growth OD615, 2 d; analog-sensitive cbk1-as2 kinase mutant strain; AID 868; actives 1.8% (n = 190,000);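 active = inhibition above a set limit, 3 SD over mean compound inhibition, cut at about 8.4% in these data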;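 note: 0% = DMSO-only wells with no growth and 100% = 10 µM 1-NA-PP1 full growth; inhibition rescues growth on 5-FOA so higher OD means more RAM inhibition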
L major viab = inhibitors of Leishmania major promastigote growth | Leishmania major promastigotes, resazurin fluorescence viability | inhibition, % at 10 µM | actives 9% (n = 200,000);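 note: promastigotes grown with compound for 44 hours at 28 °C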
DTT redox prof = compounds producing H2O2 with reducing agent – biochemical, NIH compound library profiling, artefact control for MLSCN library redox annotation, primary screen; DTT-dependent redox cycling H2O2, phenol red/HRP absorbance; 100% = 100 µM peroxide control, 0% = buffer; activation, % at 10 µM; actives 0.03% (n = 200,000); AID 878;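 active = activation of at least 50% relative to the plate's high and low controls in the primary single-dose screen; inactive = activation below 50%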;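 note: compound incubated with DTT at 0.8 mM final as the reducing agent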
Hsp70 activator = transcriptional activators of Hsp70. AID 1203. HeLa Hsp70 promoter luciferase reporter, luminescence; scaled: vehicle 0, proteasome-inhibitor control 100%. actives 0.04% (n = 200,000). activation, % at 10 µM;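 active = activation above the mean across all tested compounds plus 3 SD, cutoff set per campaign, cut at about 5.5% in these data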;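 note: 100% = MG132 at 30 µM as the positive control and 0% = DMSO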
An asterisk follows results filed as active; . = not tested or not shown. Cut-off read from the data, not from the text of the source, unless noted: active = inhibition above about 50%; inactive = the rest. Rows are unselected; any-hit rate near 12%.

SMILES	PMI activator	S1P3 antagonist	G6PDH CS	Diaph inh CS	TLR4-MyD88 BLA	Diaphorase act	PMI act satM6P	RAM network inh	L major viab	DTT redox prof	Hsp70 activator
COc1cc(OC)c2c(O)c3c(c(-c4c5c(c(O)c6c(OC)cc(OC)cc46)CO[C@@H](C)[C@H]5O)c2c1)[C@H](O)[C@H](C)OC3	0.9	-7	32	48	2	0.5	0.5	1.3	-6	-0.2	-0.1
CC(C)c1ccc(C(C(=O)NC(C)(C)C)N(C(=O)CNC(=O)c2ccco2)c2cccnc2)cc1 (stereo unspecified)	1.1	.	6	2	-7	1	1.1	0.0	0	1.1	-0.2
COc1cc(Br)c(C(C)NC(=O)c2ccc(C)cc2)cc1OC (stereo unspecified)	1	.	2	8	2	0.9	1	0.0	3	-3.5	-0.3
O=S(=O)(NCc1ccccc1Cl)c1cccs1	1.1	-6	3	20	0	0.8	1	0.5	-1	-0.3	-0.2
O=C(N/N=C/c1c(O)n(-c2ccccc2Cl)c(=O)c2ccccc12)c1cccnc1	1.4	3	-7	18	17	0.8	1.4	1.2	-6	-1.2	0.0
Cc1ccc2nc(-c3ccccn3)oc2c1	1	-4	0	8	5	0.9	1	1.1	-4	2.7	-0.2
CCOC(=O)C(C(=O)NCc1cccc(OC)c1)c1ncc(C(F)(F)F)cc1Cl (stereo unspecified)	1	.	3	20	5	0.8	1	1.9	2	0.8	-0.4
C1CCCN(c2nc3nonc3nc2N2CCCCCC2)CC1	1.1	-13	5	-8	13	1.1	1	3.0	2	0.2	0.3
CCN(CC)C(=S)Nc1ccc(OC)cc1	1.1	-24	-4	9	-1	0.9	1.1	1.8	-8	0.0	-0.3
CCNC(=O)N1CCCC(C(=O)c2ccc3cc(OC)ccc3c2)C1 (stereo unspecified)	1	-8	4	10	-10	0.9	1	-1.3	2	-0.3	0.9
CCOC(=O)c1[nH]c2ccc(OC)cc2c1C	0.9	.	4	9	-5	0.9	0.9	3.7	-4	0.8	0.0
S=C(Nc1ccc2snnc2c1)N1CCN(c2ccccn2)CC1	0.9	.	-1	13	6	0.9	1	1.5	-5	-0.2	-0.3
CC(=O)NCCn1c(SCC(=O)Nc2ccc(C)cc2)nc2ccccc2c1=O	1	-5	8	14	3	0.9	1	4.2	1	-0.8	-0.1
CC(=O)Nc1ccc(S(=O)(=O)N2CCCCC2c2cccnc2)cc1 (stereo unspecified)	1	-2	0	13	-3	0.9	0.9	2.3	3	-0.2	-0.2
C/C(=N\O)C(=O)NCCCNCCCN(C)C	1	.	-3	4	-21	1	1	1.1	-1	-0.1	-0.2
Cc1ccc(NC(=O)NC(=O)CSc2nnc(-c3ccc(Cl)cc3Cl)n2N)c(C)c1	0.8	3	-10	17	-14	0.8	0.9	3.9	-4	0.3	-0.2
Cc1ccc(C)c(NC(=O)CN(C)C(=O)[C@@H](NC(=O)c2ccc(C(C)(C)C)cc2)C(C)C)c1	0.8	-10	-12	10	-3	0.9	0.8	0.9	45	0.2	-0.5
O=C(CSc1nnnn1-c1ccc2c(c1)OCO2)NCc1ccccc1	0.9	0	14	5	-11	1	1	1.7	8	1.6	-0.2
CC(C)CCNC(=O)Nc1ccc2c(c1)N(C)C(=O)CS2	0.8	.	0	14	-4	0.9	0.9	0.1	0	0.0	-0.4
COC(=O)CN(c1c(C)cccc1C)S(C)(=O)=O	0.9	-12	14	19	1	0.8	0.9	0.5	-5	-2.6	-0.5

Next part, starting with the last three of the part before.
SMILES	PMI activator	S1P3 antagonist	G6PDH CS	Diaph inh CS	TLR4-MyD88 BLA	Diaphorase act	PMI act satM6P	RAM network inh	L major viab	DTT redox prof	Hsp70 activator
O=C(CSc1nnnn1-c1ccc2c(c1)OCO2)NCc1ccccc1	0.9	0	14	5	-11	1	1	1.7	8	1.6	-0.2
CC(C)CCNC(=O)Nc1ccc2c(c1)N(C)C(=O)CS2	0.8	.	0	14	-4	0.9	0.9	0.1	0	0.0	-0.4
COC(=O)CN(c1c(C)cccc1C)S(C)(=O)=O	0.9	-12	14	19	1	0.8	0.9	0.5	-5	-2.6	-0.5
CC(C)CCOc1ccc(C(=O)O)cc1	0.9	-11	20	6	-1	0.9	1	-1.3	-3	-1.0	-0.2
CCOC(=O)c1c(C)c[nH]c1C	1.2	-9	6	-4	-11	1	1.1	-0.3	-2	-0.4	-0.1
COC(=O)C1CCCN1C(=O)C1CCCN1C(=O)CNC(=O)OCc1ccccc1 (stereo unspecified)	1	7	-8	11	-1	0.9	1	2.8	-7	-5.3	-0.4
COc1ccc2c(c1)-c1ccccc1S(=O)(=O)N2C(C)=O	0.9	-8	5	21	2	0.8	0.8	2.4	-6	0.5	-0.3
Cc1ccc(NC(=O)CCNS(=O)(=O)c2cc(Br)cnc2N)c(Cl)c1	1	4	0	19	-2	0.8	0.9	2.1	12	-0.4	-0.4
CCC(=O)Nc1ccc(NC(=O)CSc2nnnn2-c2cccnc2)cc1C	1	.	-4	8	7	0.9	1	0.5	-6	-4.8	-0.3
COc1ccccc1N1CCN(CC(O)c2ccc3cc[nH]c3c2)CC1 (stereo unspecified)	0.8	-16	-1	18	-11	0.8	0.8	1.4	89*	-0.4	-0.4
O=C(Nc1ccc(Oc2ccc(C(=O)O)c(C(=O)O)c2)cc1)c1cccs1	1	-18	22	11	0	0.9	1	-0.6	-4	-0.1	-0.2
Cc1cc(F)ccc1S(=O)(=O)N1CCCOC1CNC(=O)C(=O)NCc1ccco1 (stereo unspecified)	1	-2	-4	12	-9	0.9	1	0.4	-6	-0.4	-0.3
COc1cc2c(cc1OC)-c1nc3ccccc3c(=O)n1C(C)(C)C2	1	.	0	6	-6	0.9	0.9	-0.9	49	0.1	-0.1
O=C(CSc1nc(-c2ccccc2)c(-c2ccccc2)[nH]1)Nc1ccc2c(c1)OCO2	1	8	-11	-6	-1	1.1	1	4.0	11	-0.1	-0.2
Cc1ccc(OCC(=O)Nc2sc3c(c2C#N)CC(C)(C)NC3(C)C)cc1	0.9	-5	11	7	-1	0.9	0.9	2.6	-2	-1.0	-0.4
Cc1cc(C)c2nc(NC(=O)c3ccc(OCC4CCCO4)cc3)sc2c1 (stereo unspecified)	1.1	-15	-5	-1	-7	1	1	2.2	73*	0.4	-0.5
COc1ccc(C(=O)Nc2cc(OC)cc(OC)c2)cc1	1	.	1	8	-5	0.9	0.9	0.5	3	-3.3	-0.4
CC1CCc2cc(F)ccc2N1C(=O)C12CCC(C)(C(=O)O1)C2(C)C (stereo unspecified)	1.1	-2	-3	-6	-21	1.1	1	3.7	4	-1.0	0.0
COc1ccc(OC)c(-c2cc(C(=O)Nc3c(C)nn(Cc4ccccc4Cl)c3C)no2)c1	0.9	20	-5	24	4	0.8	0.9	0.6	52*	0.0	-0.2
COc1cc(CCN2C(=O)c3cccc4cccc(c34)C2=O)c(S(=O)(=O)NCCO)cc1OC	0.9	2	-40	20	-6	0.8	0.9	3.9	6	0.6	-0.3
Cc1ccc(-n2ncc(Cl)c2C(=O)NC2CC2)cc1	1	3	6	4	0	1	1.1	1.1	-2	-0.3	0.7
CCN1C(=O)/C(=C/c2cccs2)S/C1=N\S(=O)(=O)c1ccc(C)cc1	0.9	7	-12	2	9	1	1	4.9	-3	0.3	-0.3
Cn1c(=O)c2c(SC3CCCC3)nc(C3CC3)nc2n(C)c1=O	1	1	1	14	-23	0.9	0.9	0.1	2	-0.9	-0.2
Cc1ccc(CC(=O)N2CCC(c3nc4c(nnn4Cc4ccccc4)c(=O)[nH]3)CC2)cc1	1	-4	-3	1	-6	1	1.1	0.1	-10	-2.1	-0.2
O=C(N/N=C/c1ccccc1C(F)(F)F)c1ccc(O)cc1	0.9	0	-3	12	1	0.9	0.7	1.7	9	-1.4	-0.3
CCCCN(C)Cc1c(C)[nH]c2ccccc2c1=O	1	-3	6	4	-4	1	1	1.1	-4	0.3	-0.2
CC1=Nc2cc(C(=O)O)ccc2Sc2ccc(Br)cc21	1.1	-1	12	15	7	0.9	1.1	-0.3	-6	0.9	-0.3
CC(C)c1cc(C(N)=O)c(NC(=O)C2CCC2)s1	1	27	24	-11	-10	1.1	1.1	0.7	5	1.6	0.1
CCOCCN1CCN(C(=O)CN2CCCC2=O)CC1	1.2	1	0	5	-1	1	1.1	3.0	49	0.0	0.0
CCOc1ccc(C2/C(=C(\O)c3ccc(OC)c(OC)c3)C(=O)C(=O)N2c2cc(C)on2)cc1OC (stereo unspecified)	1	-8	7	11	5	0.9	1.1	3.2	-9	-3.3	-0.1
O=C(NCc1ccc2c(c1)OCO2)c1ccc(S(=O)(=O)C(F)F)cc1	1.1	-14	0	8	5	0.9	1	4.3	7	-0.8	-0.2
CN1CCN(CCC(=O)N/N=C/c2cc([N+](=O)[O-])ccc2O)CC1	0.9	6	19	34	11	0.7	1.1	0.0	100*	-0.2	0.0
COCCNC(=O)c1ccc2c(c1)nc(C)n2-c1cccc(F)c1	1.1	-19	0	18	16	0.8	1	0.9	-2	0.4	-0.7
CCC(C)(C)NC(=O)C(c1ccccc1)N(Cc1cccnc1)C(=O)c1csnn1 (stereo unspecified)	1.1	.	8	10	1	0.9	1	1.0	3	0.7	0.2

Reprinted at random: 2 compounds from above, in no set order.
SMILES	PMI activator	S1P3 antagonist	G6PDH CS	Diaph inh CS	TLR4-MyD88 BLA	Diaphorase act	PMI act satM6P	RAM network inh	L major viab	DTT redox prof	Hsp70 activator
COCCNC(=O)c1ccc2c(c1)nc(C)n2-c1cccc(F)c1	1.1	-19	0	18	16	0.8	1	0.9	-2	0.4	-0.7
CC1=Nc2cc(C(=O)O)ccc2Sc2ccc(Br)cc21	1.1	-1	12	15	7	0.9	1.1	-0.3	-6	0.9	-0.3
